# pAkt inh: inhibitors of Akt phosphorylation; Neuro2A IGF-stimulated pAkt S473 HTRF, 20 min; active compounds read low; AID 651550; activity change, % for hits at 50 µM; 0.32% of 360,000 active; in the data active = activity change below about -80%; inconclusive = mostly about -51% to -80%; also: % is scaled to controls: 0 for no effect and ±100 for the full control effect
#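 Neuro2A cells (4,500/well, DMEM with 0.5% FBS) were treated with compound at a single 50 µM final concentration, stimulated with 6 nM IGF for 20 min at 37 °C, and lysed. Phospho-Akt Ser473 was read by HTRF as 665/615 ratio ×10^4.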
# Nrf2 activator: Nrf2 pathway activation | Potency, µM (highest dose often 46.1 µM), inactives show top-dose activation, hits mostly activators | AREc32 ARE-luciferase reporter (MCF7-derived line), luminescence, 24 h | AID 624171 | 0.31% of 410,000 active; also: potency is read from the fitted curve at half-maximal effect; % of control where 0% means no effect; nearly all actives have a fitted effect of over 65% in size
#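 Nrf2 activation is followed as ARE-luciferase induction in the AREc32 line after one day of compound treatment; luminescence is read with Steady-Glo.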
# Nrf2 block: inhibitors of Nrf2 signaling; A549 ARE-Fluc reporter, luciferase luminescence, 18-24 h; Potency, µM (series often up to 46 µM), for the others: top-dose activity change, negative = inhibition, actives largely listed as inhibitors; 2.1% of 360,000 active; AID 504444; also: potency is read from the fitted curve at half-maximal effect; % is scaled to controls: 0 for no effect and ±100 for the full control effect; nearly all actives have a fitted effect of over 60% in size
#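 Two sequential reads on A549 ARE_Fluc cells exposed to compound for 18-24 h: a CellTiter-Fluor fluorescence read for viability, then a luciferase luminescence read for Nrf2/ARE activity.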
# A549 tox: A549 cytotoxicity, counter-screen for Nrf2 inhibitors | 0.16% of 390,000 active | Potency, µM (top dose mostly 46 µM), without a hit: at the highest dose activity change, negative = cytotoxicity, hits mostly inhibitors | AID 504648 | A549 ARE-Fluc cells, CellTiter-Fluor viability, 18-24 h; also: potency is read from the fitted curve at half-maximal effect; % is scaled to controls: 0 for no effect and ±100 for the full control effect
#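 A549 ARE-Fluc cells in 5% FBS OPTI-MEM, 5000 cells/well, rested 2 h then exposed to compounds in concentration-response for 18-24 h at 37 °C. Viability by CellTiter-Fluor fluorescence (Ex 405/Em 525) after 30 min; luciferase luminescence (BugLite, 15 min, RT) read afterwards.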
# MmCpn inh: blocks the Methanococcus maripaludis chaperonin Mm-Cpn; purified Mm-Cpn ATPase, ADP Transcreener TR-FRET; Potency, µM (series often up to 76.9 µM), without a hit: top-dose activity, negative = inhibition, actives largely listed as inhibitors; 0.031% of 330,000 active; also: potency is read from the fitted curve at half-maximal effect; % is scaled to controls: 0 for no effect and ±100 for the full control effect; nearly all actives have a fitted effect of over 80% in size
#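 ATPase read-out: TR-FRET ADP immunoassay (anti-ADP Eu cryptate vs ADP-d2), ex 320 nm, em 590/665 nm; signal drops as ADP forms. Enzyme 25 nM, ATP 10 uM, 30 min at 37°C after 10 min compound preincubation.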
# Abeta rescue: restores growth of yeast expressing A-beta42 peptide; AID 1347071; yeast expressing A-beta42, growth rescue, OD600, 48 h; response scale: 0% DMSO, 100% iron-clioquinol control; 0.063% of 410,000 active; Potency, µM (titrated, usually from 46.1 µM), without a hit: top-dose growth rescue, actives largely listed as activators; also: potency is read from the fitted curve at half-maximal effect; nearly all actives have a fitted effect of over 55% in size
#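 Yeast A-beta toxicity model in growth medium with pinned compounds, 48 h at 30 C; growth read as absorbance at 600 nm. Normalized to FeCl3/clioquinol equimolar mix (positive) and DMSO (negative).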
# CCT modulator: changes cytosolic chaperonin activity. purified chaperonin ATPase assay, HTRF ADP detection, 30 min. activity change, % (no concentration beside the values), hits read low. 0.3% of 360,000 active. AID 651819; in the data active = activity change below about -30%; also: % is scaled to controls: 0 for no effect and ±100 for the full control effect
#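 We incubate TRiC, 40 or 20 nM final, with library compounds at 76 uM and 10 uM ATP for 30 min at 37 °C. ADP formed is detected with Transcreener HTRF reagents after 30 min at room temperature.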
# TGFb SMAD3 inh: TGF-b pathway inhibition | HepG2 CAGA-GFP TGF-b/SMAD3 reporter, GFP fluorescence, 18 h; TGF-beta stimulated, 500 pg/mL final | Potency, µM (top dose mostly 46.1 µM), without a hit: at the highest dose activity, negative = inhibition, usual class: inhibitors | AID 588855 | 1.2% of 410,000 active; also: potency is read from the fitted curve at half-maximal effect; % is scaled to controls: 0 for no effect and ±100 for the full control effect; nearly all actives have a fitted effect of over 65% in size
#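 First, reporter cells (HEPG2 CAGA-GFP) rested 2 h at 37 degrees C. Next, compounds were pinned in and TGF-beta added to 500 pg/mL final. After 18 h, GFP was imaged per cell and summed per well.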
# HepG2 viability: counter-screen for TGF-b inhibitors: cytotoxicity in HepG2 cells. HepG2 CAGA-GFP viability, ATP luminescence, 18 h. 0.76% of 410,000 active. AID 588856. Potency, µM (titrated, usually from 46.1 µM), for the others: at the top dose activity change, negative = cytotoxicity, actives largely listed as cytotoxic; also: potency is read from the fitted curve at half-maximal effect; some results filed as inactive show a strong effect at the top dose
#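 CellTiter-Glo luminescence gave cytotoxicity after 18 hours at 37 degrees C. The cells were HepG2 CAGA-GFP in 1% FBS DMEM, stimulated with 500 pg/mL TGF-beta after compound addition. %Activity was normalised to no-cell wells (complete cell-killing) and DMSO (no toxicity), and curves were fitted and classified.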
# * marks the source's active call; other numbers are inactive results; i = inactive; ? = inconclusive; . = no result given; [ ] = dose if it differs, or a comment. Unless noted, calls follow the shape of the dose curve; as a rule, active = well fitted curve in the direction sought with a large enough effect; inconclusive = small, poorly fitted or top-dose-only effect, or another doubt; inactive = no such curve, though single readings can be large; an effect the other way counts as inactive or inconclusive.
SMILES,pAkt inh,Nrf2 activator,Nrf2 block,A549 tox,MmCpn inh,Abeta rescue,CCT modulator,TGFb SMAD3 inh,HepG2 viability
O=C(O)c1ccc(N/N=C/c2ccc(C(F)(F)F)cc2)cc1,i,-2.2%,?,-20%,-5%,-88%[inhibitor],3.4,7%,2%
Cc1cc(NC(=O)c2c(Cl)cnn2C)no1,i,0.2%,.,0%,1%,-6%,-2.7,?,-47%
CCC(=O)NC(=S)Nc1ccc(OC)cc1OC,i,2.3%,?,15%,2%,7%,2.6,-19%,15%
CC(=O)c1ccc(NC(=O)CCn2cccn2)cc1,.,4.2%,?,6%,.,-18%,.,1%,-2%
O=C(CSC1=NS(=O)(=O)c2cc(Cl)ccc2N1)c1ccc(Cl)cc1,i,0.0%,-23%,-4%,-15%,2%,-0.2,-3%,-6%
COC(=O)[C@@]1(Sc2ccc(C)cc2)CC(=O)N(C(=O)/C=C/c2ccccc2)[C@@H]1c1ccccc1,i,?,.,.,.,0%,0.9,.,.
COc1ccc(-c2ccc3oc(-c4ccsc4)c(-c4ccc(OC)cc4)c3c2)cc1,i,3.2%,2%,4%,.,-1%,-7.0,-5%,-3%
CC(C)(C)N1C(=O)[C@H]2[C@@H](c3ccc(Br)cc3)N3C(=O)N(c4cccc(Br)c4)C(=O)[C@@]3(Cc3ccccc3)[C@H]2C1=O,i,-0.1%,6%,-10%,-2%,1%,3.2,-13%,7%
Cc1ccc(Oc2cc(NC(=O)CCCn3nc(C)c([N+](=O)[O-])c3C)cc([N+](=O)[O-])c2)cc1,i,-0.6%,?,-18%,2%,-1%,-1.6,?,-18%
S=C(NCC1CCCO1)N1CCN(c2nc(-c3ccccc3)cs2)CC1 (centres undefined),i,0.1%,13µM*,-11%,-1%,?,-5.2,?,-14%
CCn1cc(C(=O)NC2CCCCC2)c(=O)c2ccc(C)nc21,i,-0.7%,19%,15%,1%,-13%,-0.1,6%,-1%
C=CCNC(=S)NNC(=O)C(CCCC)CC(O)COCC(C)C (centres undefined),i,-0.7%,-15%,2%,0%,?,-2.4,-5%,11%
COC(=O)c1ccc2nc(-c3ccc(F)cc3)c(Cc3ccsc3)n2c1,i,0.3%,.,.,.,-20%,0.4,?,-51%
Cc1cccc(C(=O)Nc2ccc(C(=O)N/N=C/c3cccnc3)cc2)c1,i,-0.3%,?,-9%,2%,22%,1.2,9%,14%
O=[N+]([O-])c1ccc(Cl)cc1Sc1cccc2cccnc12,i,0.3%,-10%,-7%,-2%,-1%,-5.8,1%,-12%
Oc1ccc(/C=N/Nc2nc(-c3ccc(Cl)cc3)cc(C(F)(F)F)n2)cc1,i,-2.9%,16µM*,?,0%,10%,-4.2,?,-100%
FC(F)(F)c1nc2nccnc2[nH]1,i,0.1%,.,.,.,-2%,0.1,6%,9%
CCC(C)Sc1nc(O)c(Cc2ccccc2)c(=O)[nH]1 (centres undefined),i,0.1%,-9%,0%,2%,15%,2.6,1%,-3%
CC(=O)n1cc([C@@H]2C=C(C(=O)NCc3ccccc3)O[C@H](OCCCCO)C2)c2ccccc21,i,6.5%,0%,-8%,.,-2%,-2.1,-29%,-10%
Cc1ccc(C)c(NC(=O)Nc2ccc3c(c2)OCO3)c1,i,0.2%,11%,-4%,-13%,3%,-4.8,-2%,0%
O=C(CC(c1ccccc1)c1cc(Br)ccc1O)NCCN1CCOCC1 (centres undefined),i,-0.1%,-12%,8%,2%,1%,-0.8,-1%,-13%
CCN(C(=O)COC(=O)CCC(=O)c1ccc(C)cc1)c1c(N)n(Cc2ccccc2)c(=O)[nH]c1=O,i,-0.3%,8%,0%,.,-6%,-1.4,11%,-33%
C[C@H]1CCC[C@]2(C)C[C@H]3OC(=O)C(CN4CCCCCC4)[C@H]3C=C12 (some centres undefined),i,?,?,?,-2%,12%,-1.1,?,-107%
N#Cc1cc2c(nc1SCC(=O)N1CCCCC1)CCCC2,i,0.1%,1%,-4%,5%,2%,1.7,-6%,1%
CC(C)=CCn1c2ccc(NC(=S)NC3CC3)cc2c(=O)n1C,i,0.5%,.,.,.,-13%,-0.6,19%,-4%

# Following part:
SMILES,pAkt inh,Nrf2 activator,Nrf2 block,A549 tox,MmCpn inh,Abeta rescue,CCT modulator,TGFb SMAD3 inh,HepG2 viability
CCN(CC)c1ccc(C2C3CCCCC3(O)CCN2CC(=O)Nc2ccccc2)cc1 (centres undefined),i,-0.6%,-17%,1%,1%,12%,-0.8,-12%,-22%
Cc1cccc2c3nc4ccccc4nc3n(C)c12,i,0.7%,?,3%,0%,-14%,-0.1,2%,-16%
O=c1cc(-c2ccccc2)cc(-c2ccccc2)n1CCO,i,0.3%,-2%,-6%,-3%,8%,-1.7,10%,-18%
CCOC(=O)C1(Cc2cccc(OC)c2)CCN(Cc2ccccc2)CC1,i,-0.4%,-16%,1%,0%,2%,-1.6,-5%,-5%
CCN(CC)CC(=O)Nc1ccccc1SCC(=O)Nc1ccsc1C(=O)OC,i,?,-28%,-12%,2%,-18%,-1.8,1%,-1%
O=C(Nc1ccc2c(c1)OCO2)C1CCCCC1,i,2.4%,?,-1%,-3%,-14%,-1.8,6%,2%
CC1(C)Cc2c(c(N3CCOCC3)nc3sc4c(=O)[nH]cnc4c23)CS1,i,0.2%,?,-2%,3%,2%,0.5,17%,-11%
COc1ccc(NC(=O)Nc2nnc(N3CCCCC3C)s2)cc1OC (centres undefined),i,-0.2%,14%,10%,-2%,19%,-2.4,6%,1%
O=C(NCC(c1ccc2c(c1)OCO2)N1CCOCC1)c1ccccc1F (centres undefined),.,3.1%,.,3%,.,0%,.,1%,-28%
CCC(=O)Nc1ccc(NC(=O)C23CC4CC(CC(C4)C2)C3)cn1,i,4.8%,?,13%,-1%,6%,1.2,2%,2%
CC(/C=N/NC(=O)c1ccncc1)=C\c1ccco1,i,?,13%,-7%,3%,0%,-1.3,-15%,-14%
CCN(CC)c1ccc(C(=O)NCc2ccc3c(c2)CCN3C(=O)c2cccc(C)c2)cc1,.,4.0%,.,-1%,.,1%,.,-15%,-19%
CCn1cc(C(=O)NCCN(C)CCc2ccccc2)c(=O)c2cc(S(=O)(=O)N(C)C)ccc21,i,1.6%,4%,?,0%,6%,-2.7,-4%,-8%
O=C(COc1coc(CN2CCc3ccccc3C2)cc1=O)Nc1cccc(Cl)c1,i,-0.1%,-21%,1%,-4%,3%,-0.4,-4%,-5%
O=S(=O)(c1ccccc1)c1nc(-c2ccccc2)oc1NCc1cccnc1,i,-0.2%,?,-3%,-2%,3%,-3.1,17%,0%
C1=C[C@@H]2CCN(Cc3ccccc3)Cc3cccc(c32)C1,i,2.7%,22%,10%,-1%,-3%,-0.5,-17%,-26%
O=C(COC(=O)COc1ccccc1)Nc1ccc(S(=O)(=O)N2CCOCC2)cc1,i,-0.4%,?,-1%,-6%,-9%,-0.3,-3%,-9%
COc1ccccc1NS(=O)(=O)c1cccc(NS(=O)(=O)c2ccc(Cl)c(C(=O)O)c2)c1,i,2.5%,7%,1%,-1%,2%,-1.6,7%,12%
FC(F)(F)c1nc2ccccc2n2c(-c3ccc(Cl)cc3)nnc12,i,-1.8%,.,5.8µM*,-3%,2%,1.2,4.5µM*,-32%
Cc1ccc(NC(=O)c2nnn(-c3cccc(C(F)(F)F)c3)c2N)cc1,i,2.2%,?,-6%,2%,-5%,0.4,9%,-13%
Cc1ccc(/C(N)=N/OC(=O)CCCc2ccccc2)cc1,i,0.0%,17%,0%,2%,-3%,-1.3,-7%,-3%
COc1ccccc1CCNC(=O)c1cc(COc2cccc(C(F)(F)F)c2)on1,.,2.9%,?,0%,1%,29%,-1.5,?,-49%
CCN(CC)CC(O)Cn1c2ccccc2c2ccccc21 (centres undefined),i,0.6%,.,-3%,3%,1%,-1.5,27%,-26%
Clc1ccccc1-c1nnc2sc(-c3ccco3)nn12,i,12%,?,-8%,-1%,-3%,0.1,4%,-20%
CC(C)(Oc1ccc(Cl)cc1)C(=O)NCc1ccco1,i,3.1%,-20%,-7%,-2%,0%,-3.0,-9%,-8%
COc1cc2c(c(Br)c1N)-c1cc(Br)c(N)cc1C2=O,i,?,.,.,.,-11%,-0.6,?,-46%
O=c1o[nH]c(-c2ccccc2)c1C1=NCCCCC1,i,0.3%,0%,-1%,0%,-10%,-0.5,?,-13%
CC1CCCC(NC(=O)CCNS(=O)(=O)c2ccc(Br)cc2)C1C (centres undefined),i,0.6%,15µM*,?,2%,?,-3.6,-30%,-25%
Cn1cc(P(=S)(N2CCOCC2)N2CCOCC2)cc1P(=O)(N1CCOCC1)N1CCOCC1,i,0.3%,-21%,3%,0%,-16%,-1.2,-6%,-1%
COCc1cc(C)nc2sc3c(=O)n(Cc4ccco4)nnc3c12,i,0.2%,4%,7%,2%,-13%,-1.1,-2%,-37%

# An excerpt from above in order of molar mass, rising.
SMILES,pAkt inh,Nrf2 activator,Nrf2 block,A549 tox,MmCpn inh,Abeta rescue,CCT modulator,TGFb SMAD3 inh,HepG2 viability
Cc1ccc(/C(N)=N/OC(=O)CCCc2ccccc2)cc1,i,0.0%,17%,0%,2%,-3%,-1.3,-7%,-3%
O=C(COC(=O)COc1ccccc1)Nc1ccc(S(=O)(=O)N2CCOCC2)cc1,i,-0.4%,?,-1%,-6%,-9%,-0.3,-3%,-9%
CCN(CC)c1ccc(C(=O)NCc2ccc3c(c2)CCN3C(=O)c2cccc(C)c2)cc1,.,4.0%,.,-1%,.,1%,.,-15%,-19%
